# M1AAP inhibition = malaria alanyl aminopeptidase activity blockers – biochemical, fluorogenic H-Leu-NHMec substrate, 1536-well (AID 1445) | recombinant M1AAP, H-Leu-NHMec fluorogenic kinetic assay; higher % means a stronger effect | actives 0.42% (n = 220,000) | one-dose inhibition, % at 30 µM; IC50 in µM for titrated hits;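 active = primary inhibition above the hit cutoff, then over 50% inhibition at one or more dose response concentrations, cut at about 23% in these data, passing the limit was not always enough; inconclusive = conflicting primary data, or primary hits not chosen for dose response; inactive = low primary inhibition, or under 50% at every dose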;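 note: plate controls were DMSO full reaction for no effect and no enzyme background for full effect; strong numbers were not always called active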
# human PMI inhibitors = MPI inhibition at elevated mannose 6-phosphate – biochemical, fluorescence intensity, high mannose 6-phosphate, primary screen (AID 1220); recombinant PMI enzyme, coupled fluorescence intensity; higher % means a stronger effect; inhibition, % at 20 µM; hits with a dose series show IC50 in µM; actives 0.66% (n = 190,000)
# human PMI inhibition = inhibitors of human PMI, primary screen, biochemical, fluorescence intensity, coupled assay (AID 1209). purified PMI enzyme, coupled fluorescence intensity; higher % means a stronger effect. one-dose inhibition, % at 20 µM; IC50 in µM for titrated hits. actives 0.42% (n = 190,000);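 note: plate controls were DMSO vehicle for no effect and wells lacking substrate for full effect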
# RSV antiviral HEp-2 = RSV antiviral activity via CPE protection, HEp-2 cells, primary 10 µM value included (AID 2391) | HEp-2 cells, RSV-induced CPE inhibition; higher % means a stronger effect | one-dose CPE inhibition, % at 10 µM; IC50 in µM for titrated hits | actives 0.13% (n = 310,000); in the data active = a potency from the dose series; inconclusive = CPE inhibition mostly from about 23% at the one dose, without a potency; inactive = the rest, 99 in 100 with CPE inhibition below about 21%; note: strong numbers were not always called active
# TNAP activators = human TNAP enzyme activators, primary screen, biochemical, luminescent, no phosphate acceptor, uHTS (AID 1001) | activation fold at 20 µM, or EC50 in µM where a hit was titrated | purified TNAP, luminescent activation assay, no phosphate acceptor; higher activation fold means a stronger effect | actives 0.03% (n = 200,000); in the data active = activation fold from about 3, or a potency from the dose series; inactive = the rest, 99 in 100 with activation fold below about 1.6; note: many of its hits are not listed in these tables
# P. falciparum M17LAP = P. falciparum M17LAP inhibitors, primary screen, biochemical, fluorogenic H-Leu-NHMec substrate, 1536-well (AID 1619); recombinant M17LAP, H-Leu-NHMec fluorogenic kinetic assay; higher % means a stronger effect; inhibition, % at 30 µM; hits with a dose series show IC50 in µM; actives 0.38% (n = 220,000);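 active = compound inhibiting the enzyme by more than half at any dose during confirmatory dose-response retesting; inconclusive = strong single-dose inhibitors picked by rank but not retested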;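 note: plate controls were full reaction with DMSO carrier for no effect and no enzyme background for full effect; strong numbers were not always called active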
# T cell HTS = T cell immune modulators affecting CD8 T cell-vesicle binding. calls only at 7 µM. actives 0.068% (n = 330,000). 2C CD8+ T cell-vesicle binding, flow cytometry; active compounds read low. AID 2052;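 active = response, share of CD8 T cells binding vesicles, and their 90th percentile fluorescence all below set limits, cut at about 80% in these data, passing the limit was not always enough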
#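 Test system: purified 2C TCR transgenic mouse naive CD8+ T cells. Probe or stimulus: QL9-peptide-loaded Drosophila micro-vesicles bearing Ld, ICAM-1 and B7-1. Incubation: binding step 1.5 h, 37 °C, antibody labelling 20 min, ice. Measured by: flow cytometry of vesicle-bound cells.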
# West Nile virus CPE = West Nile virus antiviral activity, cell-based, CPE readout (AID 1621); West Nile virus-infected cells, CPE inhibition; higher % means a stronger effect; actives 0.02% (n = 290,000); CPE inhibition, % at 10 µM; hits with a dose series show IC50 in µM; in the data active = a potency from the dose series; inconclusive = CPE inhibition mostly from about 3.7% at the one dose, without a potency; inactive = the rest, 99 in 100 with CPE inhibition below about 2.2%; note: strong numbers were not always called active
# UTI89 phage lysis = protection from phage-mediated lysis, alamar blue read-out – E. coli UTI89, K1F phage, bacterial capsule biogenesis inhibitors (AID 488966) | actives 0.02% (n = 340,000) | inhibition, % at 100 µM, or IC50 in µM where a hit was titrated | E. coli UTI89 K1F phage lysis, alamar blue, 2 h; higher % means a stronger effect;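 active = phage lysis inhibition, versus mean bacterial control, above a set limit; inconclusive = no clear call, values can overlap the other calls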;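 note: capsule biogenesis inhibitors block K1F phage lysis so surviving cells raise fluorescence; higher fluorescence means more inhibition of phage lysis; actives were called in the ten point dose series up to 300 µM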
# T cell HTS vesicle-bound % = second read-out of T cell HTS, no call of its own (marks repeat the call); double positive events, %; measured here: CD8+ vesicle-bound cell fraction;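 binding gate set so that unloaded-vesicle control wells show 10% double positive cells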
# The depositor's hits bear a star; i = inactive; u = inconclusive; x = not tested or not shown; & = joins results of further samples; ! = not active in a repeat; [ ] = dose if it differs, or a comment. Cut-off read from the data, not from the text of the source, unless noted: active = inhibition above about 50%; inactive = the rest.
no.	Compound	M1AAP inhibition	human PMI inhibitors	human PMI inhibition	RSV antiviral HEp-2	TNAP activators	P. falciparum M17LAP	T cell HTS	T cell HTS vesicle-bound %	West Nile virus CPE	UTI89 phage lysis
1	CN(C)C(CNC(=O)Cc1ccc([N+](=O)[O-])cc1)c1ccccc1 (stereo not drawn)	6%	12%	8%	-1.3%	1	-2%	i	34	-0.4%	-0.2%
2	Fc1ccc(/C=N/NC2=Nc3cccc4cccc2c34)cc1	-3%	18%	7%	9.8%	1.2	-4%	i	42	-0.3%	0.1%
3	NC(=O)c1c(NC(=O)Cn2nc(C(=O)O)c3ccccc3c2=O)sc2c1CCC2	-3%	x	x	2.5%	x	-6%	i	44	-0.1%	-0.1%
4	COc1ccc(-c2nc(CS(=O)CC(=O)NC3CCCCC3C)c(C)o2)cc1OC (stereo not drawn)	x	x	x	0.6%	x	x	i	3	-0.5%	0.1%
5	CCOC(=O)C1(Cc2ccccc2)CCCN(C(=O)c2ccc(-n3ccnc3)cc2)C1 (stereo not drawn)	x	x	x	2.0%	x	x	i	22	-0.3%	1.4%[50 µM]
6	COC(=O)c1ccccc1NC(=O)CN1CCC(NC(=O)c2ccc(C)cc2)CC1	5%	2%	10%	1.3%	1.1	9%	i	23	u	0.4%
7	CC(=O)Nc1ccc(C(=O)N2CC(=O)NC(=O)C2)cc1	-2%	x	x	x	x	2%	i	58	0.1%	1.2%
8	O=C(CNS(=O)(=O)c1ccc(F)cc1)N1CCN(c2ccccc2)CC1	5%	1%	6%	-0.1%	1.1	4%	i	44	-0.4%	0.1%
9	CCOC(=O)Cc1csc(NC(=O)Nc2ccc(C)cc2)n1	-2%	x	x	4.7%	x	-3%	i	18	0.2%	0.3%
10	Cn1c(=O)c2c(nc(N/N=C/c3ccc(OC(=O)c4ccco4)cc3)n2Cc2ccccc2Cl)n(C)c1=O	16%	9%	5%	1.9%	1.3	-2%	i	3	-0.5%	-0.3%
11	O=C(O)CCCn1cc(NC(=O)COc2ccccc2F)cn1	x	x	x	1.6%	x	x	i	23	0.1%	-0.5%
12	Cc1ccc(-c2c[n+](CC(=O)N3c4ccccc4Sc4ccccc43)c3n2CCC3)cc1	1%	12%	17%	0.4%	1.1	6%	i	32	-0.7%	11%
13	COc1cccc(N(C(=O)C2CSC(=O)C2)C(C(=O)NC(C)(C)C)c2ccncc2)c1 (stereo not drawn)	-3%	10%	9%	-0.6%	1.1	-1%	i	37	0.1%	0.6%
14	COc1ccc(C)cc1NC(=O)CN(C)S(=O)(=O)c1cccs1	7%	2%	7%	2.5%	1.2	-8%	i	40	-0.1%	1.1%[50 µM]
15	COc1cc2ccc(=O)oc2c(O)c1OCC=C(C)C	6%	22%	10%	-1.0%	1	20%	i	36	0.5%	1.5%[50 µM]
16	CCN(CC)S(=O)(=O)c1cc(NC(=O)c2ccc(Br)s2)ccc1C	4%	13%	10%	2.1%	1.1	-2%	i	41	-1.1%	-0.3%
17	CCOc1ccc(N(CC(=O)NCCSc2ccccn2)S(=O)(=O)c2ccc(Cl)cc2)cc1	x	x	x	0.3%	x	x	i	30	-0.3%	0.0%
18	C[n+]1ccn(CC(=O)c2ccc(Cl)cc2)c1	-2%	14%	17%	0.4%	1.1	-7%	i	23	0.8%	3.2%
19	COc1cc(OC)cc(-c2n[nH]c(=S)n2-c2ccc3c(c2)OCCO3)c1	-7%	1%	8%	2.1%	1.1	0%	i	58	0.6%	0.1%
20	Cc1ccc(COc2coc(CO)cc2=O)cc1	-3%	-5%	-3%	1.6%	1.1	10%	i	17	0.6%	0.1%
21	CC1CCN(C(=O)CSc2nc3[nH]ncc3c(=O)[nH]2)CC1	6%	-3%	8%	0.6%	1.2	34%	i	51	0.4%	1.6%
22	Cn1c(SCC(=O)N2CCCc3ccccc32)nnc1-c1ccccc1	2%	11%	6%	1.5%	1	-3%	i	22	0.0%	0.3%[50 µM]
23	CC1CC(C)CN(C(=O)CCC(=O)Nc2nnc(C(C)C)s2)C1 (stereo not drawn)	x	x	x	2.1%	x	x	i	25	-0.4%	0.4%
24	COc1ccc(-n2nc(C(=O)NCC(=O)N(C)Cc3ccccc3)c3ccccc3c2=O)cc1	x	x	x	0.9%	x	x	i	56	0.3%	0.4%

# Gathered by group, those above containing a Cl atom.
no.	Compound	M1AAP inhibition	human PMI inhibitors	human PMI inhibition	RSV antiviral HEp-2	TNAP activators	P. falciparum M17LAP	T cell HTS	T cell HTS vesicle-bound %	West Nile virus CPE	UTI89 phage lysis
10	Cn1c(=O)c2c(nc(N/N=C/c3ccc(OC(=O)c4ccco4)cc3)n2Cc2ccccc2Cl)n(C)c1=O	16%	9%	5%	1.9%	1.3	-2%	i	3	-0.5%	-0.3%
17	CCOc1ccc(N(CC(=O)NCCSc2ccccn2)S(=O)(=O)c2ccc(Cl)cc2)cc1	x	x	x	0.3%	x	x	i	30	-0.3%	0.0%
18	C[n+]1ccn(CC(=O)c2ccc(Cl)cc2)c1	-2%	14%	17%	0.4%	1.1	-7%	i	23	0.8%	3.2%

# The list continues.
no.	Compound	M1AAP inhibition	human PMI inhibitors	human PMI inhibition	RSV antiviral HEp-2	TNAP activators	P. falciparum M17LAP	T cell HTS	T cell HTS vesicle-bound %	West Nile virus CPE	UTI89 phage lysis
25	O=C(O)CC/C(=N\Nc1ccccc1[N+](=O)[O-])c1cccs1	x	x	x	9.1%	x	x	i	49	-0.7%	-0.3%
26	COc1ccccc1C(=O)Nc1ccc(NC(=O)C2CCCCC2)nc1	x	x	x	11%	x	x	i	23	0.3%	0.0%
27	Cc1ccc(NC(=O)C(C)NC(=O)OCc2ccccc2)cc1C (stereo not drawn)	9%	x	x	2.6%	x	6%	i	27	-0.1%	-0.8%[50 µM]
28	Cn1nc(OC(=O)Nc2ccc(Cl)cc2)cc1C(F)(F)F	0%	4%	4%	2.5%	1	-2%	i	11	0.2%	x
29	CCCc1ccc(-c2cc(N)n[nH]2)cc1	2%	-1%	5%	3.1%	1	8%	i	58	0.3%	0.5%
30	O=C1N(CN2CCOCC2)c2ccccc2C12OCC(CCl)O2 (stereo not drawn)	x	x	x	0.1%	x	x	i	21	-0.7%	-1.6%[50 µM]
31	Cc1cnc(NC(=O)c2cncc(Br)c2)s1	4%	4%	-2%	-0.1%	1.1	3%	i	31	0.4%	-0.6%
32	CS(=O)(=O)N1CCN(S(=O)(=O)c2ccccc2[N+](=O)[O-])CC1	10%	11%	8%	-0.5%	1.1	8%	i	46	-0.1%	0.2%
33	CC1=NN(S(=O)(=O)c2ccc(Cl)cc2Cl)C(=O)c2ccccc2O1	1%	x	x	-0.6%	x	-8%	i	47	0.2%	-0.1%
34	O=C1OC(Nc2ccc(F)cc2F)c2ccccc21 (stereo not drawn)	4%	-4%	-10%	1.6%	1.2	-3%	i	41	-0.3%	-0.3%
35	CCOCCOC(=O)c1cccc(NC(=O)OCC)c1	8%	3%	4%	3.0%	1.1	10%	i	39	0.0%	2.8%
36	COCCSc1ccccc1C(=O)Nc1cc(C)cc(C)c1	2%	3%	2%	2.2%	1.1	-4%	i	20	-0.3%	-0.5%
37	CCOC(=O)c1ccccc1NC1CC(=O)N(c2ccccc2C)C1=O (stereo not drawn)	2%	-11%	-1%	2.2%	1.1	-44%	i	43	-0.2%	2.9%
38	COCCN(C(=O)CSc1nnc(C)n1Cc1ccccc1)c1c(N)n(Cc2ccccc2)c(=O)[nH]c1=O	3%	2%	3%	-1.5%	1.1	-10%	i	40	0.0%	-0.5%
39	Brc1ccc(C2=Nn3c(Cn4nnc5ccccc54)nnc3SC2)cc1	4%	x	x	7.8%	x	-1%	i	20	0.1%	x
40	Oc1ccc(Nc2ncnc3c2oc2ccccc23)cc1	x	x	x	0.1%	x	x	i	46	-0.9%	0.0%
41	O=C(O)c1cccc(NC(=S)NC(NC(=O)c2cccc([N+](=O)[O-])c2)C(Cl)(Cl)Cl)c1 (stereo not drawn)	16%	x	x	-0.7%	x	18%	i	8	0.2%	-0.1%
42	Cc1ccc(C(=O)Cn2nnc(-c3cccs3)n2)cc1	3%	x	x	4.5%	x	-2%	i	37	0.3%	0.3%
43	CCc1nnc(NC(=O)CSc2nc3[nH]ncc3c(=O)[nH]2)s1	1%	-20%	-26%	-0.1%	1.2	3%	i	37	0.2%	0.4%
44	COc1cccc(C(=O)N(Cc2ccc3c(c2)OCO3)Cc2nc3ccccc3c(=O)[nH]2)c1	-10%	9%	12%	1.5%	1.1	11%	i	38	-0.3%	0.4%
45	O=C(NCC1CCCO1)Nc1cccc(Cl)c1 (stereo not drawn)	5%	6%	7%	2.1%	1.1	7%	i	43	0.5%	2.4%
46	CCC1=Nc2cc(C(=O)NCCCOC(C)C)ccc2Sc2ccccc21	2%	-63%	-39%	0.5%	1	-2%	i	54	0.0%	0.1%
47	CC(Oc1ccccc1)C(=O)Nc1ccc(C(N)=O)cc1 (stereo not drawn)	1%	11%	14%	-1.0%	1.1	-4%	i	22	0.8%	0.0%
48	CCOc1ccccc1-n1nnnc1SC(C)C(=O)OC (stereo not drawn)	0%	4%	1%	2.1%	1	-1%	i	46	0.2%	0.5%
49	CCN(c1ccccc1)S(=O)(=O)c1ccc(C(C(=O)OC)C(=O)OC)c([N+](=O)[O-])c1	1%	-2%	0%	1.3%	1	1%	i	66	-0.5%	1.2%
50	CC(C)OCCCNc1ccc(N2C(=O)CCCC2=O)cc1[N+](=O)[O-]	x	x	x	1.9%	x	x	i	21	-0.4%	0.4%
51	O=C1C(Br)=Cc2cccc3cccc1c23	0%	x	x	4.6%	x	-1%	i	17	0.2%	0.2%
52	CN1CCN(CCCN2c3ccccc3Sc3ccc(Cl)cc32)CC1	12%&-2%	7%&23%	0%&7%	-3.9%&-3.7%	1.1&1	13%&-6%	i	17&35	19µM*!	2.0%
53	Cc1ccc(C(=O)Nn2c(N)c(S(=O)(=O)c3ccc(C)cc3)c3nc4ccccc4nc32)cc1	6%	7%	8%	2.8%	1.1	35%	i	8	0.3%	0.8%
54	COc1ccc(C(OC(=O)c2ccco2)C(=O)NC2CCCCC2)cc1OC (stereo not drawn)	3%	3%	2%	0.5%	1	29%	i	9	-0.7%	0.4%
55	Cc1cc(C)nc(NC(=O)c2cccs2)c1	x	x	x	1.6%	x	x	i	61	0.3%	1.3%

# Bioassay records from PubChem BioAssay.
